DAX1 inh-1 – blocks DAX1 repression of SF-1 activated StAR promoter | hit rate 1.1% among 370,000 | AID 652010 | inhibition, % at 6.8 µM | HEK293T StAR-luciferase reporter, SF-1/DAX-1 repression relief;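 active means inhibition above the mean over all tested compounds plus 3 SD, cut at about 3.6% in these data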;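 further: 0% = DAX-1 cells with DMSO and 100% = cells lacking DAX-1 with DMSO; higher inhibition means more luminescence from relief of DAX-1 repression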
PLCg1 inh – PLC-gamma1 (human) inhibition, primary screen. hit rate 0.84% among 370,000. inhibition, % at 12.2 µM. P19174. purified PLC-gamma1, fluorogenic substrate, fluorescence; in the data active means inhibition above about 9.5%
Target sequence (P19174 whole entry, looked up): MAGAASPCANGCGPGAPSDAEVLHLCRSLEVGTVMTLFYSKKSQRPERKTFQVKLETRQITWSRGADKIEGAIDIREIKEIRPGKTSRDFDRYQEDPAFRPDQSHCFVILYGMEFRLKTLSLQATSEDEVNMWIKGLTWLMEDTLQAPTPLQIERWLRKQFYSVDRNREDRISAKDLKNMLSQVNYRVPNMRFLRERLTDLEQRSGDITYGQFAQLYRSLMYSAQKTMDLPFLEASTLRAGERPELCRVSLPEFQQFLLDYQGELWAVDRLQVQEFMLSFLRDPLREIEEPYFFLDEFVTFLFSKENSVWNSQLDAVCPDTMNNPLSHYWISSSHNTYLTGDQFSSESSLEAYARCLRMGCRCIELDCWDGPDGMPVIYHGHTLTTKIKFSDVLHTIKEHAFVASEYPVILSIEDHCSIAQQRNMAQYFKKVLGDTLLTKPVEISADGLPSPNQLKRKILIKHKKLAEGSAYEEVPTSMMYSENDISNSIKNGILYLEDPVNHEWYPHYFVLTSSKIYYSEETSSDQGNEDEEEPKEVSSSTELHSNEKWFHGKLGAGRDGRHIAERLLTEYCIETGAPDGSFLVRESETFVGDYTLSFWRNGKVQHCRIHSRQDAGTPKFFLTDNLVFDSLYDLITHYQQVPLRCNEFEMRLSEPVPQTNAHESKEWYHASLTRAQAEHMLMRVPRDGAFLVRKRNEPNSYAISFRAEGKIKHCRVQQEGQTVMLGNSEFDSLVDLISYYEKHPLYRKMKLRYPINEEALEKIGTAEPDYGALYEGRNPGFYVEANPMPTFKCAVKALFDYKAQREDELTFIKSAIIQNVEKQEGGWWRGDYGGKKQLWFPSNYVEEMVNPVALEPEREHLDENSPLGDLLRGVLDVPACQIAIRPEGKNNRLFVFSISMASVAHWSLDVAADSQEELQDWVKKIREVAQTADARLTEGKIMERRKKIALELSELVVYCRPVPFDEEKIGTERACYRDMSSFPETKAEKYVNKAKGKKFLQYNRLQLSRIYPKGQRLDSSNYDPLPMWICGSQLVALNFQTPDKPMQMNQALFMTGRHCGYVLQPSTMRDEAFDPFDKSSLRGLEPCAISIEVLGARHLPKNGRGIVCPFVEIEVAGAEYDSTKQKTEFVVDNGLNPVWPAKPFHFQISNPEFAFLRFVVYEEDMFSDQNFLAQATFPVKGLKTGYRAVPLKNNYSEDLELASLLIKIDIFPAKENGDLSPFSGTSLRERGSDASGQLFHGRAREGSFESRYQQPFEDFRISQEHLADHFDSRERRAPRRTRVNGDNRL
ssDAF-12 act – S. stercoralis DAF-12 activation, primary screen; hit rate 1% among 370,000; activation, % at 6.8 µM; HEK293 ssDAF-12/GRIP1 lit1-tk-luc reporter, luminescence; % of 3 µM dafachronic acid response; AID 652126;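 active means activation above the mean over all tested compounds plus 3 SD, cut at about 0.9% in these data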;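 further: 0% = DMSO-only wells and 100% = 3 µM delta7-dafachronic acid wells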
FXN GAA850 act – increases GAA850 frataxin promoter reporter activity. HEK293 lucGAA850 FXN promoter luciferase reporter, 24 h; percent of 10 µM SAHA response. activation, % at 6 µM. hit rate 0.56% among 360,000;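 active means activation above the average of all compounds screened plus 3 SD, cutoff fixed separately per campaign, cut at about 7.5% in these data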;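 further: 0% = DMSO wells and 100% = 10 µM SAHA wells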
hcDAF-12 act – activates DAF-12 receptor from parasite H. contortus; hit rate 1.4% among 370,000; HEK293 hcDAF-12 lit1-tk-luc reporter, luminescence; 0% DMSO, 100% Δ7-dafachronic acid; activation, % at 6.8 µM; AID 652067;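 active means activation above the mean of all tested compounds plus 3 SD, cut at about 5.5% in these data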;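 further: 100% = response to 3 µM Δ7-dafachronic acid high control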
PLCb3 inh – blocks human PLC-beta3 enzyme activity | Q01970 | Purified PLC-beta3, fluorogenic substrate, fluorescence | inhibition, % at 12.2 µM | hit rate 0.18% among 370,000 | AID 720704; in the data active means inhibition above about 11%;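 further: 0% = median of compound wells on plate and 100% = full blocker control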
ADAM10 inh – inhibits human ADAM10; recombinant ADAM10, EDANS/DABCYL FRET peptide cleavage, 3 h; AID 720582; hit rate 0.62% among 370,000; O14672; inhibition, % at 7 µM;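 active means inhibition above a per-campaign cutoff equal to the mean of compounds falling between control-based bounds plus 3 SD, cut at about 20% in these data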;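 further: 0% = DMSO wells while the 100% control is not disclosed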
DAX1 inh-2 – inhibitors of human orphan nuclear receptor DAX1 (NR0B1); P51843; HEK293 Gal4-DAX1 luciferase reporter, luminescence; inhibition, % at 6.75 µM; hit rate 0.99% among 340,000; AID 504766;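 active means inhibition above the mean over all tested compounds plus 3 SD, cut at about 4.2% in these data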;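 further: 0% = DAX1-transfected cells with DMSO and 100% = empty-vector control cells with DMSO; inhibition shows as a rise in luminescence from relieved DAX1 repression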
sPLA2-III inh – Blocks human group III sPLA2 activity. inhibition, % at 12.2 µM. QFRET BODIPY PC-A2 liposome hydrolysis, fluorescence. hit rate 0.56% among 370,000. Q9NZ20;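 active means inhibition above mean plus 3 SD of compounds lying within the high and low control bounds, cut at about 19% in these data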;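 further: 0% = median of test compound wells and 100% = no enzyme DMSO wells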
ADAM17 inh – inhibits human ADAM17; AID 720648; hit rate 0.83% among 370,000; inhibition, % at 6.95 µM; recombinant ADAM17, EDANS/DABCYL FRET peptide cleavage; P78536;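 active means inhibition above the mean of compounds lying between control limits plus 3 SD, set per campaign, cut at about 8.5% in these data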;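 further: 0% = DMSO-only wells as the low control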
hgDAF12 agonist – hgDAF-12 agonism, primary luciferase screen; HEK293 GAL4-hgDAF12 UAS-luciferase reporter, agonist luminescence; normalized to butyrate control; activation, % at 6.8 µM; hit rate 1.8% among 370,000; AID 687014;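 active means activation above a cutoff set at the mean of all screened compounds plus 3 SD, cut at about 10% in these data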;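 further: 0% = DMSO wells and 100% = sodium butyrate wells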
Active calls of the source: *; . = not tested or not shown; & = joins results of further samples.

SMILES | DAX1 inh-1 | PLCg1 inh | ssDAF-12 act | FXN GAA850 act | hcDAF-12 act | PLCb3 inh | ADAM10 inh | DAX1 inh-2 | sPLA2-III inh | ADAM17 inh | hgDAF12 agonist
CC(C)Oc1cc(F)ccc1-c1cc(C(=O)NC2CCCCC2)[nH]n1 | -1.7 | 0 | -0.9 | 0.8 | -3.1 | 3 | 3 | . | -1 | 2 | -1.2
COc1ccc(S(=O)(=O)N2CCN(C(=O)c3sccc3-c3ccccc3)CC2)cc1 | -1.9 | 2 | -0.6 | -0.6 | -2.3 | -6 | 1 | 0.2 | 2 | -4 | -0.5
CC1(C(=O)NS(=O)(=O)Cc2cccc(Cl)c2)CCN1C(=O)C1(c2ccc(Cl)cc2)CCC1 (centres undefined) | -0.7 | -1 | -1.2 | 0.8 | 0.8 | -2 | -19 | . | 3 | -2 | -2.2
Cc1ccc(S(=O)(=O)N2CCOCC2)cc1C(=O)OCC(=O)NC1CCCC(C)C1C (centres undefined) | -3.3 | 1 | -1.8 | 0.5 | -1.6 | -7 | -10 | -1.9 | 1 | -1 | -0.8
O=C1CC(C(=O)N2CCN(c3ccccc3)CC2)CN1Cc1ccccc1 (centres undefined) | -1.3 | 0 | -1.1 | -1.5 | 0.2 | -5 | 2 | 1.3 | 10 | -7 | -0.5
O=C(O)c1ccc2c(c1)C(=O)/C(=C/c1ccccc1)C2=O | 0.7 | -12 | -0.7 | 0.7 | -0.2 | -15 | -4 | -0.1 | -5 | 0 | -0.8
CC(=O)CSc1nc2c(c(=O)[nH]c(=O)n2C)n1Cc1cccc(Br)c1 | -0.2 | -2 | -1.7 | 4.8 | -4.1 | -5 | 0 | -0.5 | -4 | -6 | -3.9
CCOc1ncccc1C(=O)OCC(=O)N(CC)c1ccccc1 | -0.4 | -1 | -2.0 | -1.6 | 0.4 | -5 | -6 | -1.1 | 1 | -2 | -0.7
CC(=O)CC[C@H]1CC[C@]2(CCCN(C(=O)c3ccccc3)C2)O1 | 0.1 | 3 | -1.3 | . | -0.3 | 7 | 2 | . | 8 | 2 | 1.4
CC(C)c1ccc(NC(=O)C2(C)Cc3c(-c4ccc5c(c4)OCO5)ccnc3O2)cc1 (centres undefined) | -0.8 | -8 | -1.6 | 0.3 | -0.3 | -10 | -3 | . | -15 | 2 | 2.0
CC(CCc1ccco1)NC(=O)CCc1nnc2ccc(NCc3ccc(Cl)cc3)nn12 (centres undefined) | 0.6 | -2 | -0.8 | 1.6 | 0.4 | -11 | -2 | 0.3 | -21 | -3 | 1.4
Cc1ccc(CC2CC(=O)N(c3ccc4c(c3)OCCO4)C2=O)cc1 (centres undefined) | -0.8 | 2 | -1.4 | 1.6 | -0.3 | 6 | 10 | 0.5 | 2 | 0 | 0.9

Reformatted: 4 of the compounds above.
SMILES,DAX1 inh-1,PLCg1 inh,ssDAF-12 act,FXN GAA850 act,hcDAF-12 act,PLCb3 inh,ADAM10 inh,DAX1 inh-2,sPLA2-III inh,ADAM17 inh,hgDAF12 agonist
CC(=O)CSc1nc2c(c(=O)[nH]c(=O)n2C)n1Cc1cccc(Br)c1,-0.2,-2,-1.7,4.8,-4.1,-5,0,-0.5,-4,-6,-3.9
CCOc1ncccc1C(=O)OCC(=O)N(CC)c1ccccc1,-0.4,-1,-2.0,-1.6,0.4,-5,-6,-1.1,1,-2,-0.7
CC1(C(=O)NS(=O)(=O)Cc2cccc(Cl)c2)CCN1C(=O)C1(c2ccc(Cl)cc2)CCC1 (centres undefined),-0.7,-1,-1.2,0.8,0.8,-2,-19,.,3,-2,-2.2
COc1ccc(S(=O)(=O)N2CCN(C(=O)c3sccc3-c3ccccc3)CC2)cc1,-1.9,2,-0.6,-0.6,-2.3,-6,1,0.2,2,-4,-0.5

Continuation.
SMILES | DAX1 inh-1 | PLCg1 inh | ssDAF-12 act | FXN GAA850 act | hcDAF-12 act | PLCb3 inh | ADAM10 inh | DAX1 inh-2 | sPLA2-III inh | ADAM17 inh | hgDAF12 agonist
CC(=O)Nc1cccc(-c2nc3ccccc3o2)c1 | 0.8 | 0 | -1.4 | 2.6 | -1.8 | -4 | -1 | -1.5 | -6 | -2 | 1.1
Cc1ccc(C(=O)CNc2ccccc2C)cc1 | 0.2 | -3 | -0.6 | -0.9 | 1.1 | -1 | -1 | -2.0 | 4 | -14 | -1.2
Cc1ccccc1C(=O)NC(=S)NCC(=O)c1ccccc1 | -0.6 | 2 | -1.3 | -0.5 | -1.8 | 5 | 3 | -0.6 | -8 | 2 | 0.9
COc1ccccc1-c1cccc([C@@H]2C[C@H]3[C@H](CON3C)CN2C(=O)CCc2ccccc2)c1 | -1.5 | -3 | -0.8 | -2.4 | 0.9 | -4 | -5 | -1.4 | -9 | -4 | -0.2
CC(=O)c1ccc(NC(=S)Nc2cccc(Cl)c2C)cc1 | 0.1 | 1 | -1.3 | -0.3 | -0.1 | 0 | -8 | 0.8 | 4 | -1 | -0.3
CCOc1ccccc1NC(=O)COC(=O)c1cc(C)oc1C | 0.3 | 3 | -0.9 | -1.3 | -1.8 | 2 | 6 | 2.1 | -6 | 3 | -0.7
Nc1nc(=O)n(C2CC(O)C(CO)O2)cc1F (centres undefined) | -4.3 | 3 | -1.0 | -7.8 | -1.2 | 2 | -9 | -4.2 | -1 | -3 | -8.3
Cc1noc(NS(=O)(=O)c2ccc(NC(=O)c3cc(S(=O)(=O)N(C)c4ccccc4)ccc3Cl)cc2)c1C | 1.2 | 1 | -1.1 | -1.6 | 0.7 | -6 | 7 | 0.0 | -60 | 1 | 1.3
COC(=O)CSc1nc(C)cc(Oc2ccccc2)n1 | 0.6 | 3 | 0.0 | 1.8 | 1.1 | 2 | -11 | 0.2 | 16 | -1 | 2.9
O=C(COC(=O)c1n[nH]c2ccccc12)NC1CCCCC1 | -0.9 | 4 | -0.6 | 0.6 | 0.7 | -3 | -20 | 0.4 | 3 | -25 | -0.8
Cc1oc(-c2cccc(Cl)c2)nc1CN1CCC(C(=O)NCCCN2CCCC2=O)CC1 | -0.6 | -3 | -1.0 | 1.7 | -1.1 | -3 | -18 | 1.2 | 13 | -4 | 0.3
COc1ccc2c(c1)c1ncn(Cc3ccc(F)cc3)c(=O)c1n2C | -0.3 | -59 | -0.8 | 2.4 | -0.1 | -92 | -302 | . | 4 | -119 | -1.2
COC(=O)c1ccccc1NC(=O)CCC(=O)N1CC(C)Oc2ccc(C)cc21 (centres undefined) | 0.1 | 2 | -0.8 | -0.1 | -1.4 | 0 | -1 | -1.2 | -2 | 5 | -2.4
Cn1c(O)c(C2=c3ccccc3=NC2=O)[nH]c1=S | 0.1 | 1 | 1.2* | 3.3 | 4.6 | 2 | 11 | 0.5 | 7 | 3 | 1.0
Clc1cccc(/C=N/Nc2nnc(Cl)c3ccccc23)c1 | 0.2 | 3 | 0.5 | 1.1 | 3.7 | -3 | 1 | -0.8 | 10 | -10 | 1.1
COC(C(=O)Nc1ccnn1C1CCN(Cc2cnn(C(C)C)c2)CC1)c1ccccc1 (centres undefined) | 0.4 | 2 | -0.8 | -0.2 | -0.7 | -10 | -7 | 0.5 | 3 | -6 | -0.5
CCOc1ccc(N2CC(C(=O)Nc3ccc(S(=O)(=O)N4CCCC4)cc3)CC2=O)cc1 (centres undefined) | -0.4 | -2 | -1.1 | 0.1 | -1.8 | -6 | 3 | 0.0 | -26 | -2 | -2.2
CCNC(=O)C1CCCN(C(=O)c2cc(F)ccc2C)CC1 (centres undefined) | 0.3 | 0 | -1.3 | -1.4 | -0.6 | -2 | -1 | . | 15 | -8 | 5.7
O=C(NC(=S)NNC(=O)c1ccco1)c1ccc(F)cc1 | -0.1 | 0 | -0.3 | -0.2 | 0.7 | -9 | -4 | -0.1 | 16 | 0 | 1.6
N/C(COc1cccc(C(F)(F)F)c1)=N\NC(=O)c1cccnc1Oc1ccccc1 | -1.0 | 8 | -1.5 | 0.7 | -1.8 | 2 | 7 | -0.7 | -5 | -2 | -3.0
Cc1ccc(CNS(=O)(=O)c2c(C)[nH]c(C)c2C(=O)N2CCCCC2)cc1 | 1.3 | 3 | -1.0 | 1.8 | -2.3 | -4 | -2 | 0.2 | 4 | 4 | 3.4
CC(C1CC1)N(Cc1ccccc1)C(=O)NC(=O)c1cccc(F)c1 (centres undefined) | 0.5 | -1 | -0.9 | 1.4 | -1.8 | -1 | 4 | 0.1 | 2 | -3 | 2.9
O=C(Nc1cccc(F)c1)C1CCN(c2nnnn2-c2ccccc2)CC1 | -1.2 | 4 | -1.5 | -1.1 | -1.8 | 0 | 6 | -1.3 | -21 | 3 | -1.7
CCOC(=O)CSc1nc(C)c(CC)c(C)c1C(N)=O | 0.1 | 2 | 0.1 | -1.6 | -0.4 | 2 | -2 | 0.0 | -3 | 1 | 5.4
COc1ccc(NC(=O)c2cc(-c3cc(Cl)ccc3OC)n[nH]2)c(OC)c1 | -1.6 | 12* | -2.3 | 0.2 | -3.7 | 5 | 29* | . | -2 | 13* | -1.9
CC(NCc1ccco1)C(=O)N1CCCCC1 (centres undefined) | -0.7 | -2 | -1.4 | . | 0.2 | 1 | 0 | . | 4 | 0 | 1.4
Cc1ccc(C(=O)NC(C)C2CC3CCC2C3)cc1 (centres undefined) | 0.0 | -1 | -1.6 | 3.3 | 0.3 | -8 | 2 | . | -2 | -3 | -0.1
COC(=O)c1ccc(C(C(=O)NC2CCCCC2)N(CCc2ccccc2)C(=O)Cc2cccs2)cc1 (centres undefined) | 0.5 | 2 | -1.0 | 1.3 | -0.2 | -1 | -5 | 0.7 | -1 | 0 | -0.9
C=CCn1c(SCC(=O)Nc2cccc(C)c2)nnc1-c1cnccn1 | -0.7 | 5 | -1.6 | -2.2 | -1.6 | 4 | 5 | -0.3 | 4 | 2 | -1.7
COc1ccccc1CNC(=O)/C=C/c1ccc(S(=O)(=O)N2CCOCC2)cc1 | 0.4 | 1 | -0.8 | 2.6 | -1.4 | -2 | -2 | 0.9 | -9 | 0 | -1.3
S=c1[nH]nc(NCCCN2CCOCC2)s1 | 0.7 | 0 | -1.4 | -0.4 | -0.5 | 1 | -1 | 0.4 | 2 | -5 | 1.2
CC1CCCCN1C(=O)CCS(=O)(=O)Cc1ccccc1 (centres undefined) | -0.4 | -1 | -0.6 | 1.0 | -0.5 | -8 | 0 | -0.6 | 4 | -6 | 0.8
CCN1CCN(Cc2ccc(NC(=O)c3ccc(C)c(NC(=O)c4c[nH]c5cc(C(F)(F)F)ccc5c4=O)c3)cc2C(F)(F)F)CC1 | -0.3&-0.4 | 0&3 | -0.6&-0.4 | -1.9&0.6 | 0.5&-1.3 | 4&6 | 13&9 | 0.0&0.5 | -14&-21 | 5&4 | 1.7&2.8

Screens from PubChem BioAssay.
